TEAD-YAP block = TEAD-YAP interaction inhibition; HEK-TIYL cells, TEAD-Gal4/YAP UAS-luciferase luminescence; inhibition, % at 9.12 µM; actives 1.4% (n = 640,000); AID 1259422; in the data active = inhibition above about 32%;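 note: 0% = median of test compound wells and 100% = reference inhibitor wells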
GPR151 ag = human GPR151 activation; AID 1508602; activation, % at 11.2 µM; Q8TDV0; PathHunter beta-arrestin GPR151 cells, luminescence; actives 1% (n = 650,000); in the data active = activation above about 4.9%;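 note: 0% = median of compound wells and 100% = cells with positive control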
FBW7 act = human FBW7 E3 ligase activation, primary screen | AlphaScreen FBW7–phospho-cyclin E peptide binding, activator screen | Q969H0 | actives 0.13% (n = 650,000) | normalized activity (activation), % at 26.1 µM; in the data active = normalized activity above about 1.9%;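 note: purified mutant Fbw7 with reduced substrate affinity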
Target sequence (Q969H0 whole entry, looked up): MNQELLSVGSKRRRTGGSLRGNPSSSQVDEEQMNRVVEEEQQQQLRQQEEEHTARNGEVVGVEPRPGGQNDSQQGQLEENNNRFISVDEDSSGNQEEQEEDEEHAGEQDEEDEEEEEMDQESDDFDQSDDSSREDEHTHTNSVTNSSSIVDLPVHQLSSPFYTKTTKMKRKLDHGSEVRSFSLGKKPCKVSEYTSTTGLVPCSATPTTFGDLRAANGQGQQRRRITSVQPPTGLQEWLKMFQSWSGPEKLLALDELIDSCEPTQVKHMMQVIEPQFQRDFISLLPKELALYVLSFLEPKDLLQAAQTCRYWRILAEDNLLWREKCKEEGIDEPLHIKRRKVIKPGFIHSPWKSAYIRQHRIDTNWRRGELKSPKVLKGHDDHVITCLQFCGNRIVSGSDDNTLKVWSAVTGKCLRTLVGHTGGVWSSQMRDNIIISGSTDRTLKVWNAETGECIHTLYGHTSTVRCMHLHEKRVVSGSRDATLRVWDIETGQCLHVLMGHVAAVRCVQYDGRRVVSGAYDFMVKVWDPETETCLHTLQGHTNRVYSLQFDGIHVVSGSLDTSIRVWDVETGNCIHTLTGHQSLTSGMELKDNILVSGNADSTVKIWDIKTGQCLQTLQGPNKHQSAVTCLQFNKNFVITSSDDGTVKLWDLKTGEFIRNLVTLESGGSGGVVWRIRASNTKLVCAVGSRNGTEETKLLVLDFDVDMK
MITF primary = human MITF inhibition, primary screen; O75030; AlphaScreen MITF homodimerization, bead proximity signal; inhibition, % at 2.6 µM; actives 0.91% (n = 650,000); AID 1259374; in the data active = inhibition above about 50%;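 note: 0% = vehicle wells with protein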
The depositor's hits bear a star.

SMILES | TEAD-YAP block | GPR151 ag | FBW7 act | MITF primary
CCC(=O)N1c2ccccc2NC2=C(C(=O)CC(c3ccco3)C2)C1c1ccc(OC)c(OC)c1 (stereo not given) | 2.5 | 2.8 | -0.2 | -0.7
COc1ccc(S(=O)(=O)NCc2ccc(C(=O)NCc3ccccc3Cl)cc2)cc1 | -14.4 | 2.1 | -0.2 | 7.6
O=C(CCn1c(SCc2cc(=O)n3cc(Cl)ccc3n2)nc2ccccc2c1=O)N1CCCCC1 | -7.1 | -0.3 | 0.8 | 8.2
CC(C)c1cc(CN2CCN(CC3CCCCC3)C(CCO)C2)[nH]n1 (stereo not given) | 6.2 | -0.9 | 0.1 | -11.9
O=C(COC(=O)c1cc(=O)c2ccccc2o1)NC12CC3CC(CC(C3)C1)C2 | -1.9 | 0.5 | 0.1 | 15.1
CCCCN(CC)S(=O)(=O)c1ccc(C(=O)Nc2sc3c(c2C(=O)OCC)CCN(C)C3)cc1 | 7.1 | -1.1 | 1.6 | 12.5
CC(=O)C1=C(O)C(=O)N(CCC(=O)O)C1c1ccc(C)cc1 (stereo not given) | -13.6 | 0.6 | -0.1 | 38.3
Cc1cccc(N2CCN(C(=O)c3cccc(N4C(=O)C(C)CS4(=O)=O)c3)CC2)c1 (stereo not given) | -2.6 | -0.1 | -0.1 | 7.6
CC(C)c1nnc(NC(=O)CC2c3ccccc3Oc3ccccc32)s1 | -6.5 | 0.0 | -0.1 | -1.1
CN1C(=O)/C(=C/c2ccc(C(=O)NC3CCCC3)cc2)Oc2ccccc21 | -7.4 | 0.0 | 0.2 | 6.8
CN1CCN(CC(=O)Nc2ccccc2C(F)(F)F)CC1 | -0.8 | -0.4 | -0.1 | -4.4
CC(C)N(CCNc1nc(Nc2ccccc2)nc2c1ncn2CCN1CCCC1=O)C(C)C | -2.3 | -1.7 | 0.2 | 3.4
CCC1CC(CNC(=O)Nc2ccc(OC)cc2)C1(C)C (stereo not given) | -25.8 | 1.1 | 0.1 | 12.6
c1coc(CSc2nc3ccccc3n3cnnc23)c1 | -17.2 | -2.1 | -0.2 | 5.8
Cc1cc(-c2ccccc2)sc1/C(O)=C/c1nc2ccc([N+](=O)[O-])cc2oc1=O | -1.0 | -1.5 | -0.2 | 5.5
O=C(NC1CC1)c1ccc(-c2nc3ncnc(NCCOc4ccccc4)c3[nH]2)cc1 | -3.3 | -0.7 | -0.1 | -1.6
Cc1cc(C)cc(NC(=O)CSc2nnc(C(C)C)n2C)c1 | 2.5 | -0.5 | -0.1 | 6.9
CCOC(=O)N1CCC(N2CCCC(CCC(=O)NCc3ccccc3F)C2)CC1 (stereo not given) | -6.6 | -1.5 | 0.3 | 12.1
Cc1nn(CC(=O)Nc2ccc(C#N)cc2)c(C)c1[N+](=O)[O-] | 1.9 | 1.6 | -0.2 | -8.4
COc1cc(S(=O)(=O)N2CCOCC2)ccc1NC(=O)CCl | -11.3 | 0.9 | -0.1 | 0.2
O=C(Nc1ccc(-c2nc3cc(Cl)ccc3o2)cc1)c1ccc(I)o1 | -3.8 | 1.0 | 0.1 | 1.0
O=C(c1c(C(F)(F)F)nc2ccccn12)N1CCCCC1 | 6.3 | 0.1 | 0.4 | 11.6
COc1ccc(-c2n[nH]c(C)c2Oc2ccccc2)c(O)c1C | 1.4 | -0.2 | -0.4 | 1.0
CC(C)(CO)NC(=O)CC1C(=O)NCCN1CC(c1ccccc1)c1ccccc1 (stereo not given) | -6.4 | -1.3 | 0.1 | 9.2
CC1(C)Cc2c(C#N)c(SCCO)nc(N3CCOCC3)c2CO1 | -8.1 | -0.3 | -0.2 | -8.2
Next part.
SMILES | TEAD-YAP block | GPR151 ag | FBW7 act | MITF primary
CC1=C(C(=O)OCC(C)C)C(c2ccc([N+](=O)[O-])cc2)NC(=O)N1C (stereo not given) | -1.3 | 0.7 | 0.1 | -18.7
CC(C)(C)C(=O)Nc1ccc(S(=O)(=O)N2CCCCC2)cc1 | -8.9 | 0.4 | -0.1 | -16.1
COc1ccc(CCc2nnc(CCC(=O)NCCc3ncccc3C)o2)cc1 | -7.1 | 3.9 | -0.1 | 2.1
COc1cc(Nc2nc(NCCN3CCOCC3)nc3c2ncn3-c2ccsc2)cc(OC)c1OC | 5.6 | -1.3 | 0.0 | 1.6
CCN(C(=O)c1ccc(NC(=O)c2cccc(C)c2)cc1)c1ccccc1 | 2.8 | -6.5 | -0.1 | -6.2
O=C(CN1C(=O)NC(Cc2ccccc2)C1=O)Nc1ccc(Br)cc1F (stereo not given) | 0.9 | -1.5 | -0.1 | -8.7
CN(C)c1ccc(/C=N/NC(=O)Cc2nonc2N)cc1Br | -4.9 | 0.3 | 0.1 | -3.2
Cc1ccc(-n2nc3cc(C)c(NC(=O)c4ccc5c(c4)OCCO5)cc3n2)cc1 | -8.7 | -0.6 | -0.1 | -0.7
C/C(CC(=O)NC1C2CC3CC(C2)CC1C3)=N\NC(=O)COc1cc(C)cc(C)c1 (stereo not given) | -2.0 | 1.9 | 0.0 | -7.2
COc1ccc(Cl)cc1-n1c(=S)sc2c(=O)[nH]c(SCc3cccc(Br)c3)nc21 | 4.6 | -1.4 | 0.1 | -1.9
COc1ccc(Cl)cc1N(CC(=O)NCCC1=CCCCC1)S(C)(=O)=O | 3.1 | 1.8 | 0.1 | 14.5
Cc1nonc1CNC1CCN(c2ccc(NS(=O)(=O)c3ccccc3)cc2)CC1 | -1.9 | 1.5 | -0.1 | 10.1
COc1ccc(CCN(C)C2CCCN(Cc3ccoc3)C2)cc1OC (stereo not given) | 10.9 | 0.4 | 0.0 | 10.7
Cc1ccccc1C1C=C(c2cccnc2)Nc2nc3ccccc3n21 (stereo not given) | -12.0 | -2.6 | 0.1 | 7.5
O=C(CSc1nc2ccsc2c(=O)n1CCc1ccccc1)NCc1ccccc1 | -6.1 | 0.8 | 0.0 | 0.3
CCCS(=O)(=O)N1CCC(CCOc2ccccc2)(C(=O)OCC)CC1 | -8.2 | 0.6 | -0.2 | 2.2
Brc1ccc2nc(-c3c[nH]c4ccccc34)cn2c1 | -28.6 | 7.1* | -0.2 | 1.5
CCNC(=O)C(Cc1ccc([N+](=O)[O-])cc1)NC(=O)OCc1ccccc1 (stereo not given) | -10.8 | 5.6* | 0.0 | -1.9
O=C(CNC(=S)N(Cc1ccccc1)Cc1cccnc1)NCc1ccccc1 | 9.0 | -0.2 | 0.1 | 5.3
Cc1cccc(N(CC(=O)c2ccccc2)CC(=O)c2cccc([N+](=O)[O-])c2)c1 | -50.1 | -3.8 | 0.2 | 15.4
COc1cccc(NC(=O)C(Cc2ccccc2)N2Cc3ccccc3C2=O)c1 (stereo not given) | -4.9 | -0.7 | 0.0 | -6.1
COc1cccc(C(=O)COC(=O)c2ccc(NC(C)=O)cc2)c1 | 8.7 | -1.2 | 0.4 | 13.4
CCc1ccc2nc(N3CCCN(C(=O)Nc4ccc(C#N)cc4)CC3)c(C#N)cc2c1 | 0.9 | 0.1 | 0.1 | -11.2
Cc1cc(C)nc(N2CCC(N(CCN(C)C)C(=O)Nc3cccc(F)c3)CC2)n1 | 9.0 | 2.0 | 0.2 | 2.7
CCCCCCOc1ccc2c(=O)c(Oc3cc(C)ccc3C)coc2c1 | -0.2 | 0.3 | -0.1 | 2.3
Going on with the list:
SMILES | TEAD-YAP block | GPR151 ag | FBW7 act | MITF primary
COc1ccc(-c2nc(NCCN(C(C)C)C(C)C)c3[nH]cnc3n2)cn1 | -2.6 | 0.3 | 0.1 | 7.4
CC(Cc1cccs1)Nc1nccc(Nc2ccncn2)n1 (stereo not given) | -33.7 | -1.2 | -0.1 | 12.1
Cn1c(=O)c2c(nc(N/N=C/c3ccc(O)cc3)n2CCO)n(C)c1=O | -2.7 | 3.3 | -0.1 | -9.1
Nc1cc(C(=O)OCC(=O)Nc2ccc(N3CCOCC3)cc2)ccc1Cl | -0.2 | 2.2 | 0.1 | 5.1
O=C(CSc1ccc(-c2cccnc2)nn1)NCc1ccc(Cl)cc1 | 7.2 | -1.3 | 0.0 | 4.1
COc1ccc(C(CC(=O)O)NC(=O)c2ccc(Cl)cc2)cc1OC (stereo not given) | -1.3 | -0.4 | -0.1 | -19.8
COc1ccc(-c2ccc(SCC(=O)Nc3ccc(NC(C)=O)cc3)nn2)cc1OC | -11.9 | 0.3 | 0.5 | 15.6
CC(=O)N1CC(C)Oc2cc(S(=O)(=O)NCCC(C)C)ccc21 (stereo not given) | 11.9 | 0.2 | 0.0 | 1.8
Cc1cc(OCC(=O)Nc2sc(C)c(C)c2C(N)=O)ccc1Br | -4.8 | 4.3 | 0.1 | 12.4
Cc1cc(C)nc(SCC(=O)OCC(=O)Nc2ccc(Cl)cc2[N+](=O)[O-])n1 | 21.0 | 2.0 | 0.0 | 18.7
COCCNC(=O)c1ccc2c(=O)n(Cc3ccc4c(c3)OCO4)c(SCC(=O)NC3CCCC3)nc2c1 | -2.3 | -0.7 | 0.0 | 2.4
O=S(=O)(NCCSc1ccccc1)c1ccccc1 | -4.1 | -0.2 | 0.0 | 5.9
COc1ccc(C2C(C(=O)NCCC3=CCCCC3)c3cc(OC)c(OC)cc3C(=O)N2C)cc1OC (stereo not given) | 0.2 | 0.7 | -0.1 | 1.5
CNc1nnc(Cc2csc(N)n2)s1 | -1.3 | 1.0 | 0.1 | 10.9
Cc1sc2nc(-c3cccnc3)nc(N3CCOCC3)c2c1-c1ccccc1 | -1.8 | -0.6 | -0.3 | -0.8
Cc1ncc(CO)c2cc(C(=O)Nc3ccc(Cl)cc3)c(=Nc3cccc(F)c3)oc12 | 15.3 | -0.5 | 0.3 | 7.9
O=C(Nc1nonc1-c1ccccc1)c1ccccc1I | 9.4 | 3.2 | -0.1 | 13.4
CC(C)C(=O)N1CCC2(CC1)OCc1cc(-c3ccc(C(=O)N(C)C)cc3)ccc1O2 | 1.3 | -0.6 | 0.1 | 6.5
Cc1cnc(-c2ccccc2)nc1NCc1nc2ccccc2[nH]1 | 0.2 | -0.9 | 0.1 | 9.6
Cc1c(C(=O)Nc2ccc(O)cc2C(=O)O)cccc1[N+](=O)[O-] | -9.1 | -1.4 | 0.0 | 1.0
CSc1nc2ccc(NC(=O)c3ccccc3)cc2s1 | -64.6 | -1.8 | -0.2 | -7.2
CCCCC(NS(=O)(=O)c1ccccc1F)C(=O)O (stereo not given) | -1.8 | -1.1 | 0.1 | -6.2
CC(C)CC(C(=O)OCC(=O)Nc1cccc(C#N)c1)N1C(=O)c2ccccc2C1=O (stereo not given) | 3.4 | -0.2 | -0.1 | -2.2
COc1ccc(C2=C/C(=C/c3ccccc3)C(=O)O2)c(OC)c1 | -16.7 | 1.5 | 0.9 | 19.6
CC1CCCCN1CCCNC(=O)C(=O)Nc1ccc2nc3n(c(=O)c2c1)CCCCC3 (stereo not given) | 4.8 | 0.3 | 0.1 | 1.1
(listing goes on)
SMILES | TEAD-YAP block | GPR151 ag | FBW7 act | MITF primary
COc1cc(N2CCN(C(=O)Nc3ccccc3OC)CC2)nc(OC)n1 | 4.3 | 2.8 | 0.1 | 7.3
CSc1nc(C(=O)NCC2Cc3cc(-c4ccccn4)cc(F)c3O2)cs1 (stereo not given) | -3.0 | 0.1 | 0.0 | 0.5
Cc1ccc2oc(=O)c3cnn(CC(=O)N4CCN(C5CCCCC5)CC4)c3c2c1 | 2.4 | -1.8 | -0.1 | 13.3
OC(CNCc1ccccc1)COc1ccc(Cl)cc1Cl (stereo not given) | 3.6 | 1.2 | 0.0 | 3.9
CC(=O)NCCNC(=O)c1cc(F)c(F)cc1Cl | 2.1 | 1.1 | 0.1 | 3.2
NC(=O)c1ccc(NC(=O)/C=C/c2ccc3c(c2)OCO3)cc1 | -1.4 | 1.9 | -0.1 | 5.0
COC(=O)/C(N=Nc1cccc(S(=O)(=O)N2CCOCC2)c1)=C(\C)O | 10.8 | -1.6 | -0.1 | 4.4
Cc1cc(C(=O)NCC2CCCN(Cc3ccc(Sc4nncn4C)o3)C2)no1 (stereo not given) | -6.7 | -1.0 | 0.0 | -17.6
COc1ccc(-n2nc(C(=O)NCC(=O)Nc3cc(Cl)c(OC)cc3OC)c3ccccc3c2=O)c(OC)c1 | -4.8 | 0.5 | 0.4 | 15.6
Cc1ccc(CN2CCN3C(=O)[C@H]([C@@H](C)O)NC(=O)[C@H]3C2)cc1F | -4.1 | 1.2 | 0.3 | 1.0
CC(C)C1CC(=O)NC(SCC(=O)Nc2ccc(Br)cc2)=C1C#N (stereo not given) | 4.4 | -0.2 | 0.0 | -10.5
N#Cc1cccc(NC(=O)CSCc2nc3scc(-c4cccs4)c3c(=O)[nH]2)c1 | -8.9 | -2.0 | -0.1 | 11.1
CCSc1cccc(C(=O)N2CCN(c3nc4c(F)cc(F)cc4s3)CC2)c1 | -3.0 | -0.2 | 0.0 | -1.9
N=C1/C(=C\c2ccc([N+](=O)[O-])o2)C(=O)N=C2SC(N3CCCCC3)=NN12 | -1.2 | -0.9 | -0.2 | 67.1*

Screening data from PubChem.
